TRPC6 act: activates the mouse TRPC6 cation channel. Q61143. HEK293-TRPC6 membrane potential dye fluorescence; hits give high values. B-score at 10 µM. 310,000 tested, 0.13% active. AID 2550;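 active = B-score of the integrated fluorescence ratio above library mean plus 3 SD, and starting fluorescence ratio within library mean plus 5 SD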;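 note: higher score means more depolarization so channel activation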
Target sequence (Q61143 whole entry, looked up): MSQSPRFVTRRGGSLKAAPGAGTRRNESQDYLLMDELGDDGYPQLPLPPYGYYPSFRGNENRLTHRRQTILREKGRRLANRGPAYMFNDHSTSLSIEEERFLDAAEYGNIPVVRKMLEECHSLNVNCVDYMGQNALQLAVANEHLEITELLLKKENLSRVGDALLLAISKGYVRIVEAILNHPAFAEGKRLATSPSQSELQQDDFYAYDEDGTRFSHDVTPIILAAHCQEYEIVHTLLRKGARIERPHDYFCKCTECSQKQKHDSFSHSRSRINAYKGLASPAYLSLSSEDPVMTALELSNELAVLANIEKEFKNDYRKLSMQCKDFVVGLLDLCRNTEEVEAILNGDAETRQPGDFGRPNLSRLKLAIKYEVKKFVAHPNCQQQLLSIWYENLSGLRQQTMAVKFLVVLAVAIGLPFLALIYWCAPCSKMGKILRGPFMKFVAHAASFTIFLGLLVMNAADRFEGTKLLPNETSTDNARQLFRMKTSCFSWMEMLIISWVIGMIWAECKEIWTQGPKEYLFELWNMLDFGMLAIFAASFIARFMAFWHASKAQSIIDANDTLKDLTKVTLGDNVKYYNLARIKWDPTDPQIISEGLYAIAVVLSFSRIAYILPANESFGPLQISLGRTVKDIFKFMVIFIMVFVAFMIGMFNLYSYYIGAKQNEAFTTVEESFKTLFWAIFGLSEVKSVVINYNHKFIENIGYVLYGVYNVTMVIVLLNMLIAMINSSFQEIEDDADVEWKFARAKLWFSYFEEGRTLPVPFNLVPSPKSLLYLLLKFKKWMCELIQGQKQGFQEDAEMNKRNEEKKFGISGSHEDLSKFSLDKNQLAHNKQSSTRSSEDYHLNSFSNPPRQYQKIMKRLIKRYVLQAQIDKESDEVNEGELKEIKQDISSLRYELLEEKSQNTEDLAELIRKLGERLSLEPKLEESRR
TRPC4 potent: allosterically enhances the mouse TRPC4 cation channel; 310,000 tested, 0.42% active; HEK293 TRPC4beta/mu-opioid, DAMGO EC20, Fluo-4 Ca2+ flux; hits give high values; AID 2227; Q9QUQ5; B-score at 10 µM;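 active = B-score of calcium response area above 5 SD of library B-scores, with initial fluorescence ratio within 5 SD of library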;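 note: B-score of integrated fluorescence ratio over time as area under calcium response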
KLF5 inhibitor: inhibitors of KLF5 expression; DLD-1 KLF5 promoter-luciferase reporter, luminescence; inhibition, % at 5 µM; 290,000 tested, 0.23% active;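 active = inhibition above a per-plate limit of that plate's mean compound inhibition plus 3 SD, cut at about 60% in these data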;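 note: 0% = DMSO wells and 100% = LY294002 at 200 µM; higher means less KLF5 promoter-driven luciferase light; inactives centre near -14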
SKKanGAS inh: SKKanGAS growth inhibition | S. pyogenes SKKanGAS, kanamycin growth, BacTiter-Glo, 6 h | 300,000 tested, 1.3% active | inhibition, % at 7.5 µM;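 active = mean replicate score, as percent of positive control median, at least 50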;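 note: strain carries kanamycin resistance gene driven by streptokinase promoter and grows in 40 µg/ml kanamycin; loss of luminescence reflects streptokinase promoter inhibition or plain growth inhibition; 0% = median of DMSO wells and 100% = positive control at its reference dose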
TRPC6 inhibitor: inhibitors of mouse TRPC6 channel. HEK293-TRPC6, membrane potential dye, ACh-evoked depolarization; hits give low values. B-score at 10 µM. 310,000 tested, 1.1% active;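 active = B-score under library mean minus 3 SD, initial fluorescence not abnormally high, positive integrated signal ratio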;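 note: B-score derived from integrated fluorescence ratio over the kinetic read; more negative B-score means stronger inhibition of depolarization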
TRPC4 act: TRPC4 (mouse) channel activation. HEK293 TRPC4beta/mu-opioid, Fluo4 calcium fluorescence; hits give high values. B-score at 10 µM. 310,000 tested, 0.49% active. AID 2237;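 active = B-score above 5 SD of library B-scores, and initial fluorescence ratio not above library mean plus 5 SD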;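 note: positive B-score marks a calcium rise read as TRPC4 activation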
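Material: TRPC4beta and mu-opioid receptor HEK293 stable cells | Incubation: 45 min room-temperature Fluo4 loading, 110 s read | Detection: Kinetic Fluo4 calcium fluorescence | Measure: Integrated baseline-normalised fluorescence ratio, converted to per-well B score | Benchmarks: Low control buffer alone, high control maximal DAMGO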
MrgX1 antagonist: human MrgX1 receptor antagonism, primary screen; MRGX1-HEK293 calcium flux, Fluo-4, BAM8-22 antagonism; hits give low values; B-score at 10 µM; 310,000 tested, 1.3% active;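 active = calcium-response B-score plate-corrected more than 3 library SD below zero, starting fluorescence within 5 deviations, no agonist response on first addition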;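 note: peak minus trough fluorescence over baseline after final BAM8-22 challenge near maximal dose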
aSyn UTR inh: 5' untranslated region of α-synuclein, MLPCN primary screen; alpha-synuclein 5'UTR reporter, inhibitor activity; inhibition, % (tested at 7.5 µM); 300,000 tested, 0.82% active; AID 1813; in the data active = inhibition above about 60%;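 note: H4 neuroglioblastoma cells stably carrying SNCA 5'UTR luciferase fusion; 0% = DMSO wells and 100% = positive control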
IEC-6 cytotox: kills IEC-6 intestinal cells in KLF5 counter-screen; IEC-6 cytotoxicity, luminescence viability; inhibition, % at 5 µM; 290,000 tested, 0.78% active; AID 1825; in the data active = inhibition above about 22%;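 note: 0% = plate median of test compound wells and 100% = cytotoxic reference compound wells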
HIF act: HIF pathway transcriptional activation | activation, % at 7.5 µM (by protocol) | 300,000 tested, 0.32% active | AID 1910 | U2OS HRE-luciferase reporter, luminescence; normalized: DMSO 0%, desferrioxamine 100%;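 active = mean activation of at least 10% of the iron chelator positive control signal, with at least half of replicates also reaching 10%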
TRPC4 inh: blocks the mouse TRPC4 cation channel; Q9QUQ5; HEK293 TRPC4beta/mu-opioid, DAMGO-evoked Fluo4 calcium flux; hits give low values; B-score at 10 µM; 300,000 tested, 0.39% active; AID 2247;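 active = B-score over 3 SD under the library average, no early fluorescence shift, positive overall ratio signal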
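Assay system: TRPC4beta/mu-opioid receptor HEK293 cell line; compound dosing: single concentration per test compound; detection: Fluo4 Ca2+ flux fluorescence; evaluation: per-well B score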
The depositor's hits bear a star.

`CCOC(=O)c1cc(-c2ccccc2)sc1NC(=O)C(C)N1C(=O)NC(C)(c2ccc(Cl)cc2)C1=O` (stereo unspecified) gave TRPC6 act inactive, TRPC4 potent inactive, KLF5 inhibitor 5.6, SKKanGAS inh 30.4, TRPC6 inhibitor inactive, TRPC4 act inactive, MrgX1 antagonist inactive, aSyn UTR inh 13.0, IEC-6 cytotox 5.5, HIF act -0.1 and TRPC4 inh inactive.
`CC(NC(=O)C12CC3CC(C1)CC(n1cncn1)(C3)C2)C12CC3CC(CC(C3)C1)C2` (stereo unspecified) gave TRPC6 act inactive, TRPC4 potent inactive, KLF5 inhibitor -10.5, SKKanGAS inh -2.6, TRPC6 inhibitor inactive, TRPC4 act inactive, MrgX1 antagonist inactive, aSyn UTR inh 15.6, IEC-6 cytotox 1.7, HIF act -0.8 and TRPC4 inh inactive.
Cc1cc(NC(=O)c2ccc(NC(=O)C3CC3)cc2)no1 was read as TRPC6 act inactive, TRPC4 potent inactive, KLF5 inhibitor -42.3, SKKanGAS inh -2.9, TRPC6 inhibitor inactive, TRPC4 act inactive, MrgX1 antagonist inactive, aSyn UTR inh -51.1, IEC-6 cytotox 1.6, HIF act 1.1 and TRPC4 inh inactive.
For C=CCN(C(=O)Cn1nnc2ccccc21)C(C(=O)NCCOC)c1ccc(OC)cc1OC (stereo unspecified) the results were TRPC6 act inactive, TRPC4 potent inactive, KLF5 inhibitor 24.0, SKKanGAS inh 2.7, TRPC6 inhibitor inactive, TRPC4 act inactive, MrgX1 antagonist inactive, aSyn UTR inh 10.4, IEC-6 cytotox 0.2, HIF act -0.4 and TRPC4 inh inactive.
COc1ccc(OC)c(C(=O)N2CCC(C(=O)c3ccc(F)cc3)CC2)c1 was read as TRPC6 act inactive, TRPC4 potent inactive, KLF5 inhibitor -14.8, SKKanGAS inh 8.2, TRPC6 inhibitor inactive, TRPC4 act inactive, MrgX1 antagonist inactive, aSyn UTR inh 14.7, IEC-6 cytotox 2.2, HIF act -0.2 and TRPC4 inh inactive.
Screening Cc1ccc(-n2ccc(=O)c(-c3ccnc(SCc4cccc(Cl)c4)n3)n2)cc1 returned TRPC6 act inactive, TRPC4 potent inactive, KLF5 inhibitor -9.1, SKKanGAS inh 0.2, TRPC6 inhibitor inactive, TRPC4 act inactive, MrgX1 antagonist inactive, aSyn UTR inh 30.9, IEC-6 cytotox -5.5, HIF act -0.4 and TRPC4 inh inactive.
C=CCn1c(NC(=O)c2ccco2)nc2ccccc21 was read as TRPC6 act inactive, TRPC4 potent inactive, KLF5 inhibitor 3.1, SKKanGAS inh -8.0, TRPC6 inhibitor inactive, TRPC4 act inactive, MrgX1 antagonist inactive, aSyn UTR inh -13.7, IEC-6 cytotox 3.6, HIF act -0.1 and TRPC4 inh inactive.
Screening O=c1[nH]cnc2c1c(-c1ccccc1)cn2-c1ccccc1 returned TRPC6 act inactive, TRPC4 potent inactive, KLF5 inhibitor -26.1, SKKanGAS inh 4.9, TRPC6 inhibitor inactive, TRPC4 act inactive, MrgX1 antagonist inactive, aSyn UTR inh -26.9, IEC-6 cytotox -9.0, HIF act 0.9 and TRPC4 inh inactive.
`CCc1ccc(N2C(=O)CN(Cc3sccc3C)C2=S)cc1` gave TRPC6 act inactive, TRPC4 potent inactive, KLF5 inhibitor -40.9, SKKanGAS inh 20.0, TRPC6 inhibitor inactive, TRPC4 act inactive, MrgX1 antagonist inactive, aSyn UTR inh -11.4, IEC-6 cytotox 7.3, HIF act 1.7 and TRPC4 inh inactive.
CCCCC(=O)Nc1ccccc1C(C)C was read as TRPC6 act inactive, TRPC4 potent inactive, KLF5 inhibitor -3.7, SKKanGAS inh -0.8, TRPC6 inhibitor inactive, TRPC4 act inactive, MrgX1 antagonist inactive, aSyn UTR inh 4.9, IEC-6 cytotox -8.4, HIF act 0.1 and TRPC4 inh inactive.
Screening Cc1ccc(C)c(NC(=O)C(NCC(C)(C)N2CCOCC2)c2ccccc2)c1 (stereo unspecified) returned TRPC6 act inactive, TRPC4 potent inactive, KLF5 inhibitor -15.9, SKKanGAS inh -4.6, TRPC6 inhibitor -6.74*, TRPC4 act inactive, MrgX1 antagonist inactive, aSyn UTR inh 7.7, IEC-6 cytotox -3.9, HIF act 0.0 and TRPC4 inh inactive.
`Cc1ccc(C(C)C)c(OCC(=O)NNC(=O)C(C(C)C)N2C(=O)c3ccccc3C2=O)c1` (stereo unspecified) gave TRPC6 act inactive, TRPC4 potent inactive, KLF5 inhibitor -28.0, SKKanGAS inh 5.9, TRPC6 inhibitor inactive, TRPC4 act inactive, MrgX1 antagonist inactive, aSyn UTR inh -3.0, IEC-6 cytotox 2.1, HIF act -0.5 and TRPC4 inh inactive.
Screening O=[N+]([O-])c1ccc(N(CCO)Cc2ccccc2)c([N+](=O)[O-])c1 returned TRPC6 act inactive, TRPC4 potent inactive, KLF5 inhibitor -40.1, SKKanGAS inh 4.4, TRPC6 inhibitor inactive, TRPC4 act inactive, MrgX1 antagonist inactive, aSyn UTR inh -34.0, IEC-6 cytotox 1.5, HIF act -2.2 and TRPC4 inh inactive.
CN(C)CCN(Cc1ccc(Cl)cc1)c1ccccn1 was read as TRPC6 act inactive, TRPC4 potent inactive, KLF5 inhibitor -18.3, SKKanGAS inh -5.0, TRPC6 inhibitor inactive, TRPC4 act inactive, MrgX1 antagonist inactive, aSyn UTR inh 17.7, IEC-6 cytotox -4.2, HIF act 0.2 and TRPC4 inh inactive.
Screening Cc1ccc(S(=O)(=O)N/N=C/c2ccccc2O)cc1 returned TRPC6 act inactive, TRPC4 potent inactive, KLF5 inhibitor -64.6, SKKanGAS inh 2.8, TRPC6 inhibitor inactive, TRPC4 act inactive, MrgX1 antagonist inactive, aSyn UTR inh 0.5, IEC-6 cytotox -3.4, HIF act -0.6 and TRPC4 inh inactive.
`c1ccc(-c2nc3ccccn3c2NC2CCCC2)nc1` gave TRPC6 act inactive, TRPC4 potent inactive, KLF5 inhibitor 3.6, SKKanGAS inh 75.4*, TRPC6 inhibitor inactive, TRPC4 act inactive, MrgX1 antagonist inactive, aSyn UTR inh -17.4, IEC-6 cytotox -0.9, HIF act 0.3 and TRPC4 inh inactive.
For O=C(NC1CC1)c1ccc(N2CCCCC2)c([N+](=O)[O-])c1 the results were TRPC6 act inactive, TRPC4 potent inactive, KLF5 inhibitor -53.9, SKKanGAS inh -1.5, TRPC6 inhibitor inactive, TRPC4 act inactive, MrgX1 antagonist inactive, aSyn UTR inh -28.0, IEC-6 cytotox 4.1, HIF act 1.9 and TRPC4 inh inactive.
CSc1ccc(CNC2CC2)cc1 was read as TRPC6 act inactive, TRPC4 potent inactive, KLF5 inhibitor -5.0, SKKanGAS inh 1.3, TRPC6 inhibitor inactive, TRPC4 act inactive, MrgX1 antagonist inactive, aSyn UTR inh -1.6, IEC-6 cytotox -8.4, HIF act -0.4 and TRPC4 inh inactive.
For Cc1ccc(NC(=S)NN2CCOCC2)c(C)c1 the results were TRPC6 act inactive, TRPC4 potent inactive, KLF5 inhibitor -5.6, SKKanGAS inh 6.8, TRPC6 inhibitor inactive, TRPC4 act inactive, MrgX1 antagonist inactive, aSyn UTR inh 4.5, IEC-6 cytotox -0.5, HIF act 0.2 and TRPC4 inh inactive.
Screening CCC(Sc1ccc(Cl)cc1)C(=O)Nc1nnc(-c2cccc([N+](=O)[O-])c2)s1 (stereo unspecified) returned TRPC6 act inactive, TRPC4 potent inactive, KLF5 inhibitor -1.4, SKKanGAS inh 28.6, TRPC6 inhibitor inactive, TRPC4 act inactive, MrgX1 antagonist inactive, aSyn UTR inh -48.5, IEC-6 cytotox -7.8, HIF act 0.1 and TRPC4 inh inactive.
For CC(=O)c1cccc(NC(=O)C2C3C=CC(C3=C(c3ccccc3)c3ccccc3)C2C(=O)O)c1 (stereo unspecified) the results were TRPC6 act inactive, TRPC4 potent inactive, KLF5 inhibitor -19.7, TRPC6 inhibitor inactive, TRPC4 act inactive, MrgX1 antagonist inactive, aSyn UTR inh 17.4, IEC-6 cytotox 2.8, HIF act 2.0 and TRPC4 inh inactive.
`COc1ccc(C(C(=O)NCc2ccccc2)N(Cc2ccco2)C(=O)c2snc(C(N)=O)c2N)cc1` (stereo unspecified) gave TRPC6 act inactive, TRPC4 potent inactive, KLF5 inhibitor -15.7, SKKanGAS inh 7.4, TRPC6 inhibitor inactive, TRPC4 act inactive, MrgX1 antagonist inactive, aSyn UTR inh 12.0, IEC-6 cytotox -1.4, HIF act -0.5 and TRPC4 inh inactive.
`Clc1ccccc1CO/N=C1\CCCc2nonc21` gave TRPC6 act inactive, TRPC4 potent inactive, KLF5 inhibitor -31.1, SKKanGAS inh -0.9, TRPC6 inhibitor inactive, TRPC4 act inactive, MrgX1 antagonist inactive, aSyn UTR inh -27.6, IEC-6 cytotox 0.2, HIF act -0.2 and TRPC4 inh inactive.
For CCn1c(=S)[nH]c2ccccc21 the results were TRPC6 act inactive, TRPC4 potent inactive, KLF5 inhibitor -18.1, SKKanGAS inh 2.2, TRPC6 inhibitor inactive, TRPC4 act inactive, MrgX1 antagonist inactive, aSyn UTR inh 5.1, IEC-6 cytotox -3.0, HIF act -0.3 and TRPC4 inh inactive.
`Nc1nonc1C(=O)N/N=C/c1ccncc1` gave TRPC6 act inactive, TRPC4 potent inactive, KLF5 inhibitor -15.1, SKKanGAS inh -1.9, TRPC6 inhibitor inactive, TRPC4 act inactive, MrgX1 antagonist inactive, aSyn UTR inh 29.4, IEC-6 cytotox 2.5, HIF act 0.1 and TRPC4 inh inactive.
O=C(COc1ccc2ccccc2c1)NNC(=O)c1ccccc1 was read as TRPC6 act inactive, TRPC4 potent inactive, KLF5 inhibitor -14.9, SKKanGAS inh -4.4, TRPC6 inhibitor inactive, TRPC4 act inactive, MrgX1 antagonist inactive, aSyn UTR inh -16.0, IEC-6 cytotox 4.6, HIF act -0.5 and TRPC4 inh inactive.
For CC1=C(C(=O)OC(C)C)C(c2c[nH]c3ccccc23)n2ncnc2N1 (stereo unspecified) the results were TRPC6 act inactive, TRPC4 potent inactive, KLF5 inhibitor -12.2, SKKanGAS inh 1.3, TRPC6 inhibitor inactive, TRPC4 act inactive, MrgX1 antagonist inactive, aSyn UTR inh -3.3, IEC-6 cytotox -1.4, HIF act 0.1 and TRPC4 inh inactive.
